MITF act: MITF TRPM1 promoter activation in melanoma cells; activation, % at 12.5 µM; SK-MEL-5 TRPM1-promoter luciferase, 24 h; % of positive control, neutral wells = 0; hit rate 0.75% among 300,000;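 active = mean activation of at least 80% with every replicate also reaching 80%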;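 also: 0% = neutral control wells and 100% = parthenolide positive control wells; values of inactives mirror those of a sister screen read the other way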
Mot1-301 SUMO: inhibitors of SUMOylation pathway: yeast Mot1-301 growth rescue; growth rescue, % at 18.8 µM; S. cerevisiae Mot1-301 growth rescue, ATP luminescence, 38.5C; percent above DMSO median, 100 means doubled; AID 2716; hit rate 1% among 320,000;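 active = every valid replicate shows activation above 250% relative to neutral control wells; inactive = the rest, any valid replicate at or below 250%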;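 also: OY570 slx delta 5 strain wells were the positive control but not used for scaling; some compounds called inactive have numbers as strong as hits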
CDK5 inh: CDK5/p35 (human) kinase inhibition; Recombinant CDK5/p35, ADP-Glo luminescence, 60 min; inhibition, % at 10 µM; hit rate 0.01% among 330,000; AID 488839;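 active = highest replicate inhibition of at least 50% and at least 75% of replicates reaching 50%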;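 also: plate controls were DMSO neutral control for no effect and GW8510 at 10 µM for full effect; many of its hits are not listed in these tables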
SR-BI uptake up: enhances SR-BI lipid uptake from DiI-HDL; CHO ldlA[mSR-BI] cells, DiI-HDL uptake fluorescence, 3 h; 100 = double the neutral-control signal; activation, % at 12.5 µM; hit rate 0.096% among 320,000;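 active = mean replicate activation of at least 60% and every replicate at or above 60%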;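 also: 0% = median plate neutral-control signal and 100% = twice that signal; values of inactives mirror those of a sister screen read the other way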
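Material – SR-BI-overexpressing, LDLR-lacking CHO cells · Medium – BSA-supplemented, HEPES-buffered Ham's F12, pH 7.4 · Doses – single concentration · Times – compound with DiI-HDL co-incubation, 3 h at 37 °C · Measured by – bottom-read fluorescence, 550/595 nm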
NSD2 HMT inh: blocks human histone methyltransferase NSD2 | O96028 | NSD2 peptide methylation, AlphaScreen, 120 min | inhibition, % at 12.5 µM | hit rate 0.54% among 310,000 | AID 743445; in the data active = inhibition above about 50%
DSG3 Ab inh: human desmoglein-3 autoantibody binding inhibition | DSG3-coupled beads, scFv-anti-DSG3-GFP binding, flow cytometry; active compounds read low | AID 588358 | P32926 | hit rate 0.48% among 310,000 | binding (percent of control), % at 10 µM;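 active = binding more than 3 SD below its plate's average and above zero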;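 also: hits lower antibody fragment binding to DSG3; some compounds called inactive have numbers as strong as hits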
Arrestin-AP2 inh: human beta-arrestin and AP2 interaction inhibition; hit rate 0.31% among 340,000; inhibition, % at 10 µM; FITC-arrestin peptide / GST-AP2 beads, flow cytometry; AP2 beta2 appendage carries R879A mutation; AID 504490;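 active = inhibition above a set limit, near 3 SD of compounds lacking own fluorescence, cut at about 54% in these data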;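 also: plate controls were DMSO wells for no effect and 5 µM unlabelled arrestin peptide for full effect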
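Material – GST-tagged AP2 beta2-adaptin appendage (R879A) on 4 µm glutathione beads · Probe or stimulus – fluorescein-tagged arrestin peptide at 50 nM final · Timing – 12 min plus 1 h, RT · Detection – bead flow cytometry, FITC channel · Read-out basis – inhibition as reduced fluorescein signal on beads, percent · Medium – PBS plus Tween 20 (0.05%) and BSA (0.1%)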
dFosB activator: mouse delta FosB homodimer activation. purified delta FosB, TAMRA-CDK5 oligo fluorescence polarization; percent of positive-control signal above neutral wells. hit rate 0.99% among 340,000. AID 493131. activation, % at 25 µM. P13346;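 active = mean activation above about 17%, with every replicate also reaching it, limit read from the data, passing the limit was not always enough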;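 also: fluorescence polarization rise as delta FosB binds a TAMRA Cdk5 AP-1 oligo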
PKA-R2B act: activates the human PKA-R2B holoenzyme complex; activation, % at 11.4 µM; PKA-R2B holoenzyme dissociation, Cy5-IP20 fluorescence polarization; R2B truncated from residue 108, S112A mutant; 0% DMSO only, 100% 113 µM cGMP; hit rate 0.079% among 340,000;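 active = activation above a cutoff set at the mean over all compounds plus 3 SD, cut at about 18% in these data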;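 also: higher means more holoenzyme dissociation and a rise in polarization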
Target sequence (P31323 whole entry, looked up, other chains not shown, the tested form may be a part): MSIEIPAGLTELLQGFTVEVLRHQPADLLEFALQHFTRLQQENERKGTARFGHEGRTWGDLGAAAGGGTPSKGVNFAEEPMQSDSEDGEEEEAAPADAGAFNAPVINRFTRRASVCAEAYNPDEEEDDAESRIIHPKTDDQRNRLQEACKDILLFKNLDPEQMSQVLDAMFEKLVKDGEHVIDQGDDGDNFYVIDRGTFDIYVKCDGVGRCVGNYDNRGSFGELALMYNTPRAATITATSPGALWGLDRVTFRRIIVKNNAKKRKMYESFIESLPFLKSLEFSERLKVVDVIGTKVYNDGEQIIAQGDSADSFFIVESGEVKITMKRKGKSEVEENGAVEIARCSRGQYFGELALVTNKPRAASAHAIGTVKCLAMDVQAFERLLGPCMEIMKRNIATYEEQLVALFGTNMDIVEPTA
PKA-R1A act: activators of PKA-R1A complex; PKA-R1A dissociation, Cy5-IP20 fluorescence polarization; scaled: DMSO 0%, 113 µM cGMP 100%; activation, % at 11.4 µM; hit rate 0.083% among 340,000;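 active = percent activation above the mean of all tested compounds plus 3 SD, cut at about 19% in these data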;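 also: higher means more PKAc released from R1A so a rise in polarization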
SR-BI DiI inh: inhibitors of mouse SR-BI mediated HDL lipid uptake; Q61009; ldlA[mSR-BI] CHO cells, DiI-HDL uptake fluorescence, 3 h; inhibition, % at 12.5 µM; hit rate 0.96% among 320,000;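 active = mean replicate inhibition of at least 70% and a set share of replicates each scoring 70 or more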;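 also: 0% = median of neutral control wells and 100% = median of positive control wells; values of inactives mirror those of a sister screen read the other way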
Target sequence (Q61009 whole entry, looked up): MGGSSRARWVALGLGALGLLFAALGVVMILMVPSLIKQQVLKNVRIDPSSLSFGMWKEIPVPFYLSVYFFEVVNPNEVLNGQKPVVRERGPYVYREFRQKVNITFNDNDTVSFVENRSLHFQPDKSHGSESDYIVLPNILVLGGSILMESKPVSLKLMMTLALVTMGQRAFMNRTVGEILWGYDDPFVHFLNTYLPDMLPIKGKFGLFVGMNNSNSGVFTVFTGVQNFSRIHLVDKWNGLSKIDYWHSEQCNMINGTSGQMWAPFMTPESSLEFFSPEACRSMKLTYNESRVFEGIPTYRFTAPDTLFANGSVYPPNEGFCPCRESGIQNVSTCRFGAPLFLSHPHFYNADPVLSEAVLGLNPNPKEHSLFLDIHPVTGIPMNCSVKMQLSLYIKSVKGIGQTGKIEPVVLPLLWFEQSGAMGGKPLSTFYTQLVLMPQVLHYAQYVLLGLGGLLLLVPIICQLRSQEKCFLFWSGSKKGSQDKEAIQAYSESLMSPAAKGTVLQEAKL
Starred values were filed as active, the others as inactive; . = not tested or not shown.

SMILES	MITF act	Mot1-301 SUMO	CDK5 inh	SR-BI uptake up	NSD2 HMT inh	DSG3 Ab inh	Arrestin-AP2 inh	dFosB activator	PKA-R2B act	PKA-R1A act	SR-BI DiI inh
COC(=O)c1sccc1NC(=O)c1ccco1	3	-10	-2.1	-33	.	100	9	-8	1	-3	33
CC(Oc1ccc(Cl)cc1)C(=O)/C=C/N(C)C (configuration not stated)	.	.	-3.8	31	1	.	2	0	-1	-8	-31
O=C(Nc1nccs1)c1ccc(N2C(=O)[C@@H]3[C@H](C2=O)[C@H]2C=C[C@@H]3C2)cc1	62	11	1.7	.	.	69*	17	-6	-4	-2	.
Cc1cnc(NC(=O)c2c(-c3ccccc3)noc2C)s1	-17	1	1.0	-5	0	100	-2	-3	9	10	5
COc1ccc(C(=O)c2ccc(-c3ccc(OC)cc3)nc2)cc1	20	.	-1.4	13	-2	101	-9	7	3	1	-13
COc1ccc(Cc2nnc(SCC(=O)Nc3cc(Cl)ccc3C)[nH]c2=O)cc1	-2	-11	-0.4	17	1	98	19	1	-4	-4	-17
CC(=O)Nc1cc(-c2nn(C)c(=O)c3ccccc23)ccc1N1CCOCC1	2	9	0.2	-21	-3	104	2	-2	-4	-2	21
O=C(CN1CCN(c2ccccn2)CC1)Nc1ccc(OC(F)(F)F)cc1	7	13	-1.4	12	-3	118	17	-3	9	8	-12
CCN1CCN(CC(=O)c2c[nH]c3ccc(C)cc23)CC1	.	9	-0.4	25	7	99	-8	2	-7	-1	-25
COCCNC(=O)C(C)OC(=O)c1nsc(Cl)c1Cl (configuration not stated)	.	.	-1.1	3	-5	101	23	6	3	-8	-3
CCN(CC)C(=O)C(Cc1ccccc1)N1C(=O)c2ccccc2C1=O (configuration not stated)	.	17	-0.3	10	0	102	2	-1	-1	-10	-10
CC(=O)c1ccc(S(=O)(=O)N(C)CCCC(=O)N(C)Cc2c(F)cccc2Cl)cc1	3	40	-1.2	-15	0	98	0	-6	-7	-9	15
CSc1nc(C(=O)N2CCCC(Nc3ccc(C)c(C)c3)C2)cs1 (configuration not stated)	-1	-24	-2.3	0	11	.	1	-10	-11	-10	0
c1cc(-c2noc(CCC3CCCC3)n2)ccn1	24	-1	-0.9	-9	6	109	18	8	-10	-4	9
CC(C)Cn1c(N)c(C(=O)COC(=O)C2=COCCO2)c(=O)n(C)c1=O	.	-8	-0.7	1	.	.	10	-4	-13	-14	-1
Fc1cccc(Nc2ncnc3[nH]ncc23)c1	4	-7	13	8	1	102	-20	-8	2	-22	-8
Cc1nn(C)c(C)c1S(=O)(=O)N(CC(=O)Nc1ccc2c(c1)OCO2)c1ccc(C(C)C)cc1	-4	-7	0.5	-11	.	104	3	3	-2	2	11
Cc1ccc(-n2nc3c(=O)n(C(C)C(=O)NCCc4cccs4)nc(C)c3c2C)cc1 (configuration not stated)	-13	233	0.1	-20	6	100	-4	-9	5	-9	20
O=c1ccc(C(F)(F)F)cn1Cc1cc(=O)n2ccsc2n1	7	6	1.5	6	.	75	5	-1	-12	-10	-6
CC(=O)NC(CC(=O)NCc1ccncc1)c1ccccc1 (configuration not stated)	-10	-22	-2.6	41	.	97	-21	2	-9	-10	-41
O=C(N/N=C/c1ccccn1)c1cc(C2CC2)[nH]n1	71	1	1.3	13	-2	104	-18	-10	2	-2	-13
CC(C)(C)NC(=O)CCc1ncc(C(F)(F)F)cc1Cl	2	0	-1.3	-20	-1	104	6	0	2	4	20
O=C(O)c1cccc(S(=O)(=O)N(Cc2ccccc2)c2ccccc2)c1	1	149	-2.5	7	3	103	-13	-4	2	-11	-7
CCCCC(CC)C(=O)Nc1ccc(C)c(O)c1 (configuration not stated)	11	-5	-0.8	8	-1	100	8	1	-5	-3	-8
CCCCOc1nc2ccccc2nc1NS(=O)(=O)c1ccc(F)cc1	-5	-11	-1.5	-2	-8	103	-3	-1	-6	-9	2

13 entries from above, reformatted.
Compound,MITF act,Mot1-301 SUMO,CDK5 inh,SR-BI uptake up,NSD2 HMT inh,DSG3 Ab inh,Arrestin-AP2 inh,dFosB activator,PKA-R2B act,PKA-R1A act,SR-BI DiI inh
CC(=O)c1ccc(S(=O)(=O)N(C)CCCC(=O)N(C)Cc2c(F)cccc2Cl)cc1,3,40,-1.2,-15,0,98,0,-6,-7,-9,15
CSc1nc(C(=O)N2CCCC(Nc3ccc(C)c(C)c3)C2)cs1 (configuration not stated),-1,-24,-2.3,0,11,.,1,-10,-11,-10,0
c1cc(-c2noc(CCC3CCCC3)n2)ccn1,24,-1,-0.9,-9,6,109,18,8,-10,-4,9
CC(C)Cn1c(N)c(C(=O)COC(=O)C2=COCCO2)c(=O)n(C)c1=O,.,-8,-0.7,1,.,.,10,-4,-13,-14,-1
Fc1cccc(Nc2ncnc3[nH]ncc23)c1,4,-7,13,8,1,102,-20,-8,2,-22,-8
Cc1nn(C)c(C)c1S(=O)(=O)N(CC(=O)Nc1ccc2c(c1)OCO2)c1ccc(C(C)C)cc1,-4,-7,0.5,-11,.,104,3,3,-2,2,11
Cc1ccc(-n2nc3c(=O)n(C(C)C(=O)NCCc4cccs4)nc(C)c3c2C)cc1 (configuration not stated),-13,233,0.1,-20,6,100,-4,-9,5,-9,20
O=c1ccc(C(F)(F)F)cn1Cc1cc(=O)n2ccsc2n1,7,6,1.5,6,.,75,5,-1,-12,-10,-6
CC(=O)NC(CC(=O)NCc1ccncc1)c1ccccc1 (configuration not stated),-10,-22,-2.6,41,.,97,-21,2,-9,-10,-41
O=C(N/N=C/c1ccccn1)c1cc(C2CC2)[nH]n1,71,1,1.3,13,-2,104,-18,-10,2,-2,-13
CC(C)(C)NC(=O)CCc1ncc(C(F)(F)F)cc1Cl,2,0,-1.3,-20,-1,104,6,0,2,4,20
O=C(O)c1cccc(S(=O)(=O)N(Cc2ccccc2)c2ccccc2)c1,1,149,-2.5,7,3,103,-13,-4,2,-11,-7
CCCCC(CC)C(=O)Nc1ccc(C)c(O)c1 (configuration not stated),11,-5,-0.8,8,-1,100,8,1,-5,-3,-8

Next part:
SMILES	MITF act	Mot1-301 SUMO	CDK5 inh	SR-BI uptake up	NSD2 HMT inh	DSG3 Ab inh	Arrestin-AP2 inh	dFosB activator	PKA-R2B act	PKA-R1A act	SR-BI DiI inh
COc1ccc(-c2csc(N3CCC(C(N)=O)(N4CCCCC4)CC3)n2)cc1	-9	12	4.6	-22	4	104	-14	-3	-10	0	22
O=C(CSc1nnc(Nc2ccccc2F)s1)Nc1cccc(S(=O)(=O)N2CCCCC2)c1	30	-10	0.4	-2	-1	101	3	-10	-7	1	2
CCOC(=O)C1CCN(C(=O)COc2ccc(N(C)S(=O)(=O)c3cccs3)cc2)CC1	-4	-15	0.4	-14	2	107	-8	5	0	-5	14
COc1ccc(S(=O)(=O)N2CCc3ccccc32)cc1NC(C)=O	-6	104	3.3	13	0	108	-6	-5	-14	1	-13
CCC(C#CCN1CCOCC1)(CC)OCCC#N	0	-1	0.5	8	1	102	8	-3	0	9	-8
Cc1csc(SCC(=O)Nc2ccc3[nH]c(=O)[nH]c3c2)n1	-3	-13	0.8	10	-1	93	6	4	10	0	-10
COc1ccc(OC)c(CCNC(=O)CCn2ccc3cc(S(=O)(=O)N4CCCC4)ccc32)c1	7	-8	-0.3	-28	2	103	24	1	3	0	28
COc1ccc(N2C3=C(C(=O)CC(C)(C)C3)C(c3cnn(C)c3)C3=C2CC(C)(C)CC3=O)cc1	.	-10	-2.8	13	-2	110	10	-7	1	-6	-13
CCCCN(C)C(=O)c1cc2cc3cc(OC)ccc3nc2o1	68	4	0.8	-25	-5	96	21	-32	-5	-1	25
O=C(c1ccccc1Br)N1CCc2c([nH]c3ccccc23)C1	2	-45	1.0	-1	9	103	-1	-9	1	-2	1
CC(C)(C)OC(=O)NCCCCCNC(=O)c1nc[nH]c1C(=O)NCC(=O)OCc1ccccc1	-15	-15	-0.8	23	.	97	14	-1	-17	-1	-23
CCOc1ccccc1NC(=O)COC(=O)c1ccc2ccccc2n1	-9	-16	1.5	13	-3	.	-1	-2	-6	-8	-13
Cc1cccc(-c2nc(=S)c3c(n2Cc2ccco2)CCCC3)c1	-6	-20	-1.3	-29	3	97	8	-21	-4	-4	29
COc1ccc(N(CC(=O)NCCSc2ccccc2)S(=O)(=O)c2ccccc2)c(OC)c1	-9	-15	-6.3	-55	0	94	-10	-9	-8	-5	55
O=C(O)CCN1CCc2ccccc2C1c1cccs1 (configuration not stated)	15	-2	1.1	12	-1	110	4	4	-17	2	-12
c1ccc(Nc2nc(N3CCCCC3)nc(N3CCCCC3)n2)cc1	-13	-5	-0.4	-42	-1	100	-2	-2	12	4	42
COc1cc(CC(NC(C)=O)C(=O)NC2CCN(C(=O)Nc3ccccc3Cl)CC2)cc(OC)c1 (configuration not stated)	-11	312	0.4	6	-3	104	16	-5	0	-6	-6
O=C(Nc1ccc(Cl)c(C(F)(F)F)c1)[C@@H]1CC=C[C@@H]2CCN(C3CC3)C(=O)[C@@H]21	11	-13	-0.8	-4	.	106	4	3	1	0	4
COC(=O)c1ccc2c(=O)n(-c3ccc(OC)cc3)c(=S)[nH]c2c1	-23	.	-0.8	12	-1	90	-11	-7	-1	4	-12
CN(C)CCCN(Cc1ccccc1)C(=S)Nc1ccc(SC(F)F)cc1	1	48	0.9	30	5	102	7	11	7	3	-30
O=C(N1CCOCC1)N1CCN(c2ccccn2)CC1	11	-2	-1.2	2	2	116	17	7	-5	1	-2
CC(C)CCNC(=O)c1onc(CSc2ccncc2)c1C(=O)NCCC(C)C	4	6	-0.2	-8	.	101	8	4	-7	-8	12
CN1C(=O)[C@H]2[C@@H](C3CC3)N3C(=O)CN(CC4CC4)C(=O)[C@@]3(C)[C@H]2C1=O	-7	-8	-0.9	21	.	103	10	-16	-12	-3	-21
CCc1c(C)n([O-])c2c([n+]1=O)CCC2	-2	6	-0.7	12	-3	97	1	4	6	0	-12

Assay outcomes (PubChem)
